# Assay outcomes: PubChem BioAssay, Sanford-Burnham Center for Chemical Genomics
# APJ antagonist: antagonists of human APJ apelin receptor; P35414; CHO-K1 APJ beta-arrestin complementation, luminescence; inhibition, % at 20 µM; 0.32% of 330,000 active; AID 2521;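 active = inhibition above about 40% at 20 µM, limit read from the data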;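 note: cells challenged with 10 nM apelin-13 agonist together with compound; plate controls were apelin-13 plus DMSO wells for no effect and DMSO wells lacking apelin-13 for full effect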
# Target sequence (P35414 whole entry, looked up): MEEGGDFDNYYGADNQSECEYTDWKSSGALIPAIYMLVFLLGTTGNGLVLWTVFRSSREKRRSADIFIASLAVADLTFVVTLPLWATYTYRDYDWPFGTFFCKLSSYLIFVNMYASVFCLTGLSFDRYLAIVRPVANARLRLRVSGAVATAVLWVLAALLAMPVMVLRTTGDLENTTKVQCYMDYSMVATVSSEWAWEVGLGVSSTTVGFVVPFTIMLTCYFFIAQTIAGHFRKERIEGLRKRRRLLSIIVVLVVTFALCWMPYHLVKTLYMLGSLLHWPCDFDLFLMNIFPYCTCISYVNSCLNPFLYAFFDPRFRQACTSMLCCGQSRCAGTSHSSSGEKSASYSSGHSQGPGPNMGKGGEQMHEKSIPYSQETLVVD
# tim23-1 inh: inhibits growth of tim23-1 mutant yeast. inhibition, % at 20 µM. 1.3% of 330,000 active. S. cerevisiae tim23-1 growth, BacTiter-Glo luminescence, 24 h;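 active = growth inhibition of the mutant yeast at or above 50%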;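 note: temperature-sensitive mutant grown at 25 °C; plate controls were DMSO-treated mutant yeast for no effect and medium wells lacking yeast for full effect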
# TIM10 inh: TIM10 yeast growth inhibition; S. cerevisiae TIM10 strain growth, BacTiter-Glo luminescence, 24 h; inhibition, % at 10 µM; 1.4% of 330,000 active; AID 463195;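 active = inhibition of 40% or more at the single tested concentration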;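 note: wild-type TIM10 isogenic control strain grown at permissive 25 °C; 0% = DMSO yeast wells and 100% = minimal medium wells without yeast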
# CHOP UPR activ: apoptotic UPR (CHOP) activation; AID 449763; activation, % at 10 µM; 0.34% of 330,000 active; CHO-CHOP luciferase reporter, luminescence; percent of tunicamycin response over DMSO baseline;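 active = at 10 µM dose, activation of 40% or more, normalized to positive control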;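 note: 100% = tunicamycin at 10 µg/mL and 0% = DMSO alone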
#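 Test system: CHO CHOP reporter cells. Input: 500 CHO-CHOP cells per well. Medium: F12 with 10% FBS. Technique: luciferase luminescence. Measure: percent activation relative to tunicamycin control. Dosing: 10 µM compound, 0.5% DMSO. Timing: 16-18 h cell attachment, then 6 h compound exposure, 37 °C.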
# tim10-1 inh: tim10-1 yeast growth inhibition. S. cerevisiae tim10-1 ts strain growth, BacTiter-Glo, 24 h. inhibition, % at 20 µM. 2.2% of 330,000 active. AID 463190;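 active = inhibition of at least 40%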;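 note: mutant grown at 25 °C; 0% = DMSO wells with yeast and 100% = wells holding no yeast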
# Mdm2-MdmX inh: disrupts the human Mdm2-MdmX interaction | SaOS-2 split-luciferase Mdm2/MdmX complementation, luminescence | inhibition, % at 8 µM | 3% of 330,000 active | O15151+Q00987 | AID 485346;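 active = inhibition of at least 50% at 8 µM in the primary screen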
# CXCR6 inh: CXCR6 (human) receptor inhibition; O00574; CHO-K1 PathHunter CXCR6 beta-arrestin, luminescence; inhibition, % at 20 µM; 0.36% of 360,000 active; AID 602244; in the data active = inhibition above about 34%, passing the limit was not always enough;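 note: antagonist mode with CXCL16 agonist at 10 nM final; 0% = 10 nM CXCL16 with DMSO and 100% = unstimulated wells without agonist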
# Target sequence (O00574 whole entry, looked up): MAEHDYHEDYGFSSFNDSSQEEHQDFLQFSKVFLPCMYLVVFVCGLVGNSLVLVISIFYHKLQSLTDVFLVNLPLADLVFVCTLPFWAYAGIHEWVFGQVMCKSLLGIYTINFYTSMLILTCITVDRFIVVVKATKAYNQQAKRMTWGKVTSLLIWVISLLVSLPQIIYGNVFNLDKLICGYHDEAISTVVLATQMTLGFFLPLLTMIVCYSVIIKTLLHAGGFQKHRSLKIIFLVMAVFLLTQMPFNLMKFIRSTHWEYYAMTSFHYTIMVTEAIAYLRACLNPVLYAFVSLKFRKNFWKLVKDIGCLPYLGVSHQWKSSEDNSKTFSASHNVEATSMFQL
# UPR XBP1 act: activators of adaptive arm of unfolded protein response (XBP1); CHO-XBP1 luciferase reporter, IRE1-XBP1 UPR activation, luminescence; percent of tunicamycin response, DMSO as zero; activation, % at 20 µM; 0.33% of 330,000 active; AID 463104;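 active = versus positive control, 20 µM dose yields 30% or more activation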;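 note: 100% = tunicamycin at 10 µg/mL and 0% = DMSO only wells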
#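 Assay system: IRE1-XBP1 luciferase reporter CHO line. Input: 1000 cells/well. Buffer or medium: F12 with 10% serum. Doses: 20 µM, 1% DMSO. Times: overnight seeding at 37 °C, 6 h compound treatment at 37 °C. Technique: Steady-Glo luciferase glow luminescence, 10 min after reagent addition.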
# APJ ag: activates the human apelin receptor APJ; P35414; 0.11% of 330,000 active; activation, % at 20 µM; CHO-K1 APJ PathHunter beta-arrestin, luminescence; 0% DMSO wells, 100% apelin;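 active = activation more than six SD over the plate average, tested at 20 µM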;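 note: 0% = DMSO alone and 100% = apelin-13 at 10 nM; some results filed as inactive read as strong as hits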
#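 Test system: CHO-K1 APJ beta-arrestin complementation cell line | Compound: Single test compound dose, 20 µM final, 1% DMSO | Incubation: Compound 90 min 25 °C, reagent 1 h | Measured by: beta-gal luminescence | Read-out basis: APJ–arrestin association signal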
# * marks the source's active call; other numbers are inactive results; x = no result given. A portion of the library (hit frequency here may not be typical).
SMILES,APJ antagonist,tim23-1 inh,TIM10 inh,CHOP UPR activ,tim10-1 inh,Mdm2-MdmX inh,CXCR6 inh,UPR XBP1 act,APJ ag
COc1ccc(NC(=O)N2CCCCCC2)cc1,9,0,4,0.9,13,1,-4,-1,0
COc1ccc(CC(=O)c2ccc(OC)c(OC)c2)cc1,-5,11,-11,2.5,12,-21,2,2,0
CSCCC(NC(=O)c1ccc([N+](=O)[O-])cc1Cl)C(=O)OC1CCCCC1=O (stereo not drawn),-30,21,17,0.8,16,14,-14,-3,4
COc1ccc(Nc2nc(N)c([N+](=O)[O-])c(N3CCN(C)CC3)n2)cc1,21,19,8,0.5,9,2,5,4,-1
O=C1C2C3C=CC([C@@H]2C(=O)N1C1CC1)[C@H]1C(=O)N(C2CC2)C(=O)C31 (stereo partly drawn),6,1,0,-1.0,20,4,-4,1,-1
O=S(=O)(Nc1nc2ccccc2nc1NCC1CCCO1)c1cc(Cl)ccc1Cl (stereo not drawn),-3,31,5,0.8,15,21,-17,0,-2
COc1cc([N+](=O)[O-])ccc1NC(=O)Nc1nc2c(s1)CCCC2,-33,17,9,-0.1,9,-17,0,2,1
COc1ncccc1-c1nnn(-c2ccc(C)cc2)n1,-7,0,-7,0.9,25,-131,6,9,-1
CCOC(=O)c1sc(NC(=O)CCCn2nc([N+](=O)[O-])cc2C)c(C(=O)OCC)c1C,8,11,4,1.9,18,-8,4,0,1
CC(C)[C@H](NC(=O)c1ccccc1)C(=O)OCC(=O)N1CCN(C(=O)c2ccco2)CC1,-11,1,-9,-0.2,-13,-8,5,-7,-2
Cc1cccc(NCc2nc(SCC(=O)Nc3ccccc3)n[nH]2)c1,-16,-9,-6,1.8,-6,12,1,-3,-1
COc1ccc(Br)cc1C1CC(=O)N2CN(C)CSC2=C1C#N (stereo not drawn),-5,-9,-12,-0.4,-16,4,-9,-3,12
COc1ccc(NC(=O)Nc2ccc(Br)cn2)cc1OC,5,22,10,2.2,11,10,4,5,-2
O=C(CNC(=O)c1ccc(Br)o1)NNC(=O)COc1ccccc1Cl,-13,10,6,-1.6,2,2,10,1,-4
CN(C)c1ccc(C2N(C)C(=O)c3ccccc3N2C)cc1 (stereo not drawn),-16,1,0,0.5,1,22,12,-6,-2
CCc1nc(Sc2nc(C)cc(C)n2)c2oc3ccccc3c2n1,13,41,14,-1.5,21,49,-2,1,0
CC1(C)Cc2nc3sc(C(=O)NCCO)c(N)c3cc2CO1,-2,5,3,-1.2,4,2,-6,0,-3
CCOC(=O)c1ccc(NC(=O)Nc2cc(C)on2)cc1,-9,-2,-8,2.7,-14,-35,-4,2,-2
Cc1ccsc1/C=N\Nc1cn[nH]c(=O)c1Cl,-43,13,-6,1.2,16,24,-6,4,1
CCOC(=O)C1CSC(CC(=O)Nc2ccc(OCC)cc2)C(=O)N1 (stereo not drawn),-22,5,-9,-1.4,4,10,-7,2,-3
O=C(Nc1ccccc1C(=O)N1CCOCC1)C1COc2ccccc2O1 (stereo not drawn),-9,29,6,-1.9,16,-14,1,0,0
O=C(NC1CC1)c1ccc2c(c1)S(=O)(=O)c1cc(Cl)ccc1C2=O,-15,1,-8,2.9,-6,95*,x,-2,7
O=C(NC1CC1)C1=NOC(CNc2ncc(C(F)(F)F)cc2Cl)C1 (stereo not drawn),7,16,5,-1.7,5,-11,0,-4,-4
Cc1cc(-c2ccccc2)n(-c2ccc(C(=O)N3CCN(c4ncccn4)CC3)cc2)n1,0,-6,-2,-2.1,0,0,3,-1,-3
CC(C)(/C=N/O)/[N+]([O-])=C/C=[N+](\[O-])C(C)(C)/C=N/O,-3,4,-1,-0.2,-5,2,0,-2,0
# (further entries)
SMILES,APJ antagonist,tim23-1 inh,TIM10 inh,CHOP UPR activ,tim10-1 inh,Mdm2-MdmX inh,CXCR6 inh,UPR XBP1 act,APJ ag
Cc1cccc(-c2nnc(SCC(=O)Nc3ncccn3)n2C)c1,-10,1,-21,-2.0,7,20,2,-2,-1
Cc1nnc(SC2CC(=O)N(c3ccccc3)C2=O)s1 (stereo not drawn),3,23,18,3.4,47*,8,2,0,0
O=C(NCCCN1CCCCCC1)C1CC(=O)N(CCc2ccccc2)C1 (stereo not drawn),-1,-56,-34,-5.5,-64,10,4,1,-5
O=C(N[C@H](Cc1cc(=O)[nH]c2ccccc12)C(=O)O)c1ccc(Cl)cc1,17,15,13,3.4,6,-33,-2,-3,-1
CCCNCc1nnc(-c2ccccc2Cl)o1,-10,1,-6,2.2,23,27,2,2,-7
Cc1noc(C)c1COC(=O)c1cccc(S(=O)(=O)N2CCOCC2)c1,10,9,7,0.5,12,17,-7,-2,-4
CCC(=O)Nc1ccc2nc(C)n(CC(=O)Nc3ccccc3)c(=O)c2c1,-44,-1,-4,-0.2,2,-23,-5,-2,3
O=C1/C(=C/c2ccc(F)cc2)SC(=S)N1N1CCOCC1,-17,-17,-20,-0.9,-5,26,8,4,-3
CCOc1ccc2nc(SCC(=O)Nc3cc(C)on3)c(C)cc2c1,-18,-1,-21,0.3,0,-15,7,2,-2
CCOCCCNC(=O)C1(O)c2cc(Br)ccc2NC(=O)N1c1ccc(OCC)cc1 (stereo not drawn),6,-6,2,0.1,-2,9,0,0,0
C=CCSc1nnc(C)n1-c1ccc(Cl)cc1,-4,13,10,-0.4,15,-15,4,-1,-3
CCN(CC(=O)NCc1ccc(Cl)cc1)C(=O)CCC(=O)c1ccc(F)cc1,-1,13,3,-0.5,13,-2,3,-1,-4
Cc1ccc(S(=O)(=O)Cn2nnnc2CN2CCN(Cc3ccc4c(c3)OCO4)CC2)cc1,-28,20,-2,-1.0,14,17,-4,-2,4
COc1ccc(OC)c(N(CC(=O)N2CCCC2)S(C)(=O)=O)c1,13,0,4,-0.6,-4,5,-5,-5,-1
COc1ccccc1N(Cc1cc(=O)[nH]c2ccccc12)C(=O)C(C)C,-7,2,-11,0.8,21,-17,5,-2,-1
O=C(c1cccc(Br)c1)N1CCN(C(=O)N2CCOCC2)CC1,12,15,13,-0.4,12,-10,-18,-2,1
O=S(=O)(Nc1ccc(Cc2ccncc2)cc1)c1ccc(Cl)s1,-12,13,-1,-0.3,24,-21,1,1,2
CCOC(=O)c1c(C)sc2c1N(C(=O)CN1CCOCC1)c1cc(Cl)ccc1S2,0,4,-25,-0.7,-2,10,-2,-2,-3
Cc1ccc(OCC(O)Cn2c(=N)n(CCN3CCOCC3)c3ccccc32)cc1 (stereo not drawn),12,-6,7,-0.9,1,-6,1,-6,-2
CC(Oc1ccccc1F)C(=O)Nc1ccc2ccccc2c1 (stereo not drawn),14,9,11,0.6,10,68*,11,2,-4
Cc1ccc(-n2c(SCC(=O)N3c4ccccc4Sc4ccccc43)nnc2-c2ccncc2)cc1,10,1,4,2.2,15,24,20,-2,-7
Nc1cc([N+](=O)[O-])ccc1N1C(=O)CCCC1=O,7,12,-5,1.8,21,-28,5,-4,-3
COc1ccccc1-c1nc(=S)c(C(C)=O)c(C)[nH]1,11,1,-2,-0.8,3,-7,7,-1,0
O=C1NC(=Nc2ccccc2)S/C1=C/c1cccnc1,6,9,13,-0.3,3,26,-2,1,-4
CCCS(=O)(=O)N1CCN(C2CCC(C)CC2)CC1 (stereo not drawn),16,4,6,-0.3,-8,11,0,-5,-3

# 2 of the compounds above, bar-delimited.
SMILES | APJ antagonist | tim23-1 inh | TIM10 inh | CHOP UPR activ | tim10-1 inh | Mdm2-MdmX inh | CXCR6 inh | UPR XBP1 act | APJ ag
Cc1cccc(-c2nnc(SCC(=O)Nc3ncccn3)n2C)c1 | -10 | 1 | -21 | -2.0 | 7 | 20 | 2 | -2 | -1
Cc1nnc(SC2CC(=O)N(c3ccccc3)C2=O)s1 (stereo not drawn) | 3 | 23 | 18 | 3.4 | 47* | 8 | 2 | 0 | 0

# Later entries
SMILES,APJ antagonist,tim23-1 inh,TIM10 inh,CHOP UPR activ,tim10-1 inh,Mdm2-MdmX inh,CXCR6 inh,UPR XBP1 act,APJ ag
O=C(CCC1CCCN(Cc2ccc(O)c(Cl)c2)C1)NCc1ccccc1F (stereo not drawn),-11,12,18,-1.8,7,4,4,-3,-5
Cc1ccc(CCNC(=O)C2CC(=O)N(CCc3ccccc3)C2)cc1 (stereo not drawn),19,15,8,-1.1,21,12,1,2,-6
CC[n+]1ccc(C(=O)NCc2ccccc2)cc1,-2,-3,17,0.8,9,-13,3,-1,1
O=C(Cc1ccc2c(c1)OCO2)NN=Cc1ccc([N+](=O)[O-])o1,1,46,36,11,37,13,-12,-1,4
CN(CC(=O)Nc1ccc(N2CCOCC2)cc1)Cc1c(O)ccc2ccccc12,-3,15,26,0.6,18,17,-11,-1,-1
CCCCCC(O)(CCN1CCCCC1)c1ccccc1 (stereo not drawn),2,-10,13,-0.8,-19,-10,-15,-4,-2
Cc1ccc(S(=O)(=O)N2CCOCC2)cc1NC(=O)COC(=O)CNC(=O)c1ccccc1,2,-8,-15,-0.4,18,16,-5,-1,0
Cc1cccc(Cl)c1NC(=O)N1CCCN(c2ncccc2[N+](=O)[O-])CC1,-3,20,19,0.9,20,26,-6,0,-5
S=C1NCN(Cc2ccco2)CN1Cc1ccco1,19,13,14,0.1,4,22,-7,-1,-2
COc1cc(SC)ccc1C(=O)Nc1nccs1,-2,8,7,1.8,16,-138,-3,-2,2
CC(=O)c1sc(NC(=O)CCN2C(=O)C3CC=CCC3C2=O)nc1-c1ccccc1 (stereo not drawn),-1,-9,-1,-2.1,-12,16,10,-2,-3
C=CCn1c(SCC(=O)NCc2ccc3c(c2)OCO3)nc2scc(-c3ccccc3)c2c1=O,-5,9,27,1.6,22,19,5,1,-5
CCc1ccccc1N(CC(=O)NC1CCCCC1)C(=O)CCCC(=O)Nc1ccccn1,32,22,13,-1.5,17,7,5,1,-3
COc1cc(NC(=O)CS(=O)(=O)c2ccccc2)cc(OC)c1OC,2,12,5,-2.3,16,5,-2,-5,-2
O=C(Cn1cnc2c(oc3ccccc32)c1=O)c1ccccc1,-10,42,49*,1.5,16,-53,5,2,-1
CCOc1ccc(Br)cc1S(=O)(=O)N1CC(C)OC(C)C1 (stereo not drawn),-9,28,9,0.0,21,-8,9,-1,-5
Cc1c(Cl)cccc1NC(=S)NCCc1ccc(C(F)(F)F)cc1,2,-3,16,-0.6,29,5,-5,-2,-1
COc1ccc(C)cc1S(=O)(=O)NC1CC1,9,18,9,0.4,27,-3,-7,-3,2
Cc1ccc(S(=O)(=O)NC(=O)c2ccccc2F)cc1,12,17,5,1.8,11,9,-4,-4,2

# An excerpt from above, limited to CXCR6 inh.
SMILES	CXCR6 inh
O=C(CCC1CCCN(Cc2ccc(O)c(Cl)c2)C1)NCc1ccccc1F (stereo not drawn)	4
CCOc1ccc(Br)cc1S(=O)(=O)N1CC(C)OC(C)C1 (stereo not drawn)	9
COc1ccc(C)cc1S(=O)(=O)NC1CC1	-7
C=CCn1c(SCC(=O)NCc2ccc3c(c2)OCO3)nc2scc(-c3ccccc3)c2c1=O	5
CN(CC(=O)Nc1ccc(N2CCOCC2)cc1)Cc1c(O)ccc2ccccc12	-11
